# High-throughput results from PubChem BioAssay.
# BH1578 lux ind – inducers of Vibrio cholerae quorum light production without autoinducers, primary screen, BH1578 luxS cqsA deficient, single point | V. cholerae BH1578 lux reporter, luminescence, 6 h | activation, % at 18.7 µM | 350,000 compounds, 0.16% hits | AID 588436, 2011; in the data active = activation mostly above about 9.7%, no sharp cut-off; also: not every result past the cut was called active; inactives centre near 0; reference of the scale not given here
# TcdB GH inh – TcdB glycohydrolase inhibitors, primary screen, biochemical, single point, plate reader. TcdB glycohydrolase enzymatic assay. 350,000 compounds, 0.24% hits. Toxin B (Clostridioides difficile), P18177. inhibition, % at 9.99 µM. AID 652162, 2013; in the data active = inhibition above about 10%
# FadD28 FP inh – inhibitors of FadD28 bisubstrate probe binding, primary screen, biochemical, fluorescence polarization, single point; 360,000 compounds, 0.22% hits; inhibition, % at 12.5 µM; Mycobacterium tuberculosis FadD28 fatty-acid-AMP ligase; in the data active = inhibition above about 8.5%, passing the limit was not always enough
# Mtb UGM inh – M. tuberculosis UGM enzyme inhibitors, primary screen, biochemical, fluorescence polarization, single point | UDP-galactopyranose mutase (Mycobacterium tuberculosis (strain ATCC 25618 / H37Rv)), … | purified UGM, fluorescence polarization probe displacement | inhibition, % at 10 µM | 320,000 compounds, 0.06% hits; in the data active = inhibition above about 10%, passing the limit was not always enough
# Mtb BioA inh – M. tuberculosis BioA enzyme inhibitors, primary screen, biochemical, plate reader, single point, HTS. 7,8-diaminopelargonic acid synthase BioA (Mycobacterium tuberculosis). purified M. tuberculosis BioA enzyme. inhibition, % at 9.99 µM. 360,000 compounds, 0.096% hits. AID 602481, 2012; in the data active = inhibition above about 40%
# PfHsp40 rescue – rescue of yeast from PfHsp40 toxicity, primary screen, S. cerevisiae, ATP luminescence. S. cerevisiae expressing PfHsp40, growth rescue. 340,000 compounds, 0.68% hits. growth rescue, % at 12.5 µM. AID 504582, 2011; in the data active = growth rescue above about 28%, passing the limit was not always enough;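 also: yeast W303a lacking pdr1 and pdr3 grown in galactose medium; growth measured after three days at 30 °C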
# Mtb FBA inh – Mtb FBA enzyme inhibitors, primary screen, biochemical, fluorescence, strain H37Rv; purified M. tuberculosis FBA, fluorescence read-out; inhibition, % at 1 µM; Fructose-bisphosphate aldolase (Mycobacterium tuberculosis (strain ATCC 25618 / H37Rv)), …; 360,000 compounds, 2.3% hits; in the data active = inhibition above about 27%;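 also: 0% = vehicle and 100% = reference inhibitor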
# Yp Topo-I inh – Yersinia pestis topoisomerase I inhibitors, primary screen, biochemical, cleavage product accumulation, plate reader, single point; 360,000 compounds, 0.064% hits; activity, % at 10 µM; AID 504884, 2011; DNA topoisomerase I (Yersinia pestis CO92); Y. pestis Topo-I cleavage product accumulation; in the data active = activity above about 50%, passing the limit was not always enough; also: inactives centre near 2
# GDH-TPI inh – GDH-TPI coupling enzyme inhibitors, primary screen, artefact control for M. tuberculosis FBA inhibitor project, biochemical, absorbance, full deck. GDH-TPI coupled enzyme counterscreen, NADH absorbance. inhibition, % at 4.8 µM. 360,000 compounds, 1.2% hits; in the data active = inhibition above about 30%;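 also: 0% = DMSO wells and 100% = wells lacking the enzyme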
# * hit, by the source's call; i = inactive; nt = no result given.
SMILES,BH1578 lux ind,TcdB GH inh,FadD28 FP inh,Mtb UGM inh,Mtb BioA inh,PfHsp40 rescue,Mtb FBA inh,Yp Topo-I inh,GDH-TPI inh
COc1cc(S(=O)(=O)NC2CC(C)(C)NC(C)(C)C2)c(OC)cc1Cl,-0.3,0.5,-3.7,1.8,-0.6,0.7,2,-20,-6
Cc1cc(C)c2c(n1)nn1c(N3CCN(c4ccccc4)CC3)cc(C)nc21,-0.2,nt,0.4,-0.2,-2.0,2.0,14,-5,29
Nc1cccc(-c2csc(-n3ncc(C(=O)O)c3C(F)(F)F)n2)c1,i,0.1,-5.2,0.5,-2.8,3.4,0,-7,1
O=C1C2C3C=CC(CNS(=O)(=O)c4ccccc4[N+](=O)[O-])(O3)C2C(=O)N1c1ccccc1 (stereo unspecified),i,1.2,0.4,0.6,nt,-0.6,-1,-4,7
Nc1nc(SCCC(F)=C(F)F)n[nH]1,-0.2,4.9,-1.5,-0.8,nt,-2.1,0,4,1
O=C(c1cnn2c(-c3ccccc3)cc(-c3ccccc3)nc12)N1CCN(Cc2ccccc2)CC1,-0.1,1.4,-1.6,-5.1,-1.6,1.0,9,2,16
CC(C)C(=O)Nc1ccc([N+](=O)[O-])c(C(F)(F)F)c1,i,1.7,-3.6,-0.1,3.4,-1.1,2,-2,17
COc1ccc(C)cc1NC(=O)C(OC(=O)CNC(=O)c1ccc(Br)cc1)c1ccccc1 (stereo unspecified),-0.3,-0.5,-1.3,-1.1,nt,0.0,2,-6,7
CCOC(=O)N1CCN(C(=O)Cn2ccc3c(OC)cccc3c2=O)CC1,-0.2,0.5,-1.6,0.7,-2.3,0.3,8,-2,22
O=C(CCNC(=O)c1ccc([N+](=O)[O-])cc1)Nc1ccc(F)cc1,i,1.2,-3.4,0.0,0.1,0.4,2,-2,2
COc1cc(C(=O)NCCc2ccc(S(=O)(=O)N3CCCC3)cc2)cc(OC)c1OC,2.0,0.8,-3.6,-2.2,1.2,-0.6,-2,8,-3
CCN(CC)S(=O)(=O)c1cccc(C(=O)OCC(=O)NC(C)c2ccccc2)c1 (stereo unspecified),-0.2,0.9,-1.3,-3.3,2.1,0.0,2,17,-3
CCCCn1c(CNC(=O)CCC)nc2ccccc21,-0.2,2.2,-2.6,-1.0,-1.5,-0.4,-2,5,3
CC1Cc2ccccc2N1C(=O)Cn1c(=O)cc(O)c2ccccc21 (stereo unspecified),i,nt,-0.2,-1.0,0.9,0.0,-3,7,8
O=C(CCNS(=O)(=O)c1ccccc1)NNC(=O)c1csc(N2CCOCC2)n1,5.6,1.1,0.1,1.9,nt,-0.5,7,1,9
CCn1c(CNc2ccc(F)cc2)nnc1SCC(=O)OC1CCCCC1,-7.1,1.4,-2.9,1.2,7.0,1.9,-1,27,3
CCN(CC)C(=O)CS(=O)(=O)CC(=O)Nc1cc(OCCOC)c(Cl)cc1Cl,-1.0,0.9,-0.7,-0.7,nt,1.1,1,-8,-5
COc1ccc(NC(=O)C2CCCN(c3c4c(nc5ncnn35)CCC4)C2)cc1 (stereo unspecified),-0.2,nt,-0.9,-1.7,-1.0,0.2,0,-3,1
COc1cc(/C=C2\CCOC2=O)cc(OC)c1OC,-0.6,1.1,-4.5,-1.9,-0.8,-1.2,-3,-14,-3
CC(=O)OC1N=C(c2ccccc2Cl)c2cc(Br)ccc2N(C)C1=O (stereo unspecified),i,1.3,-10,-1.4,nt,-1.5,1,14,6
CCOC(=O)c1c(=O)n(O)c2ccc(OC)cc2[n+]1[O-],i,nt,-1.7,15*,nt,0.7,-15,1,9
CCCNC(=O)C1(C)CCN1C(=O)c1cc(C)n(C)n1 (stereo unspecified),i,-0.1,-1.4,nt,-1.7,nt,-2,-3,9
Cc1ccc(-c2noc(Cn3cc(S(=O)(=O)N4CCCC4)ccc3=O)n2)cc1,-0.3,1.1,-0.3,-1.2,-2.2,0.4,0,14,6
CSc1ncccc1C(=O)OCC(=O)Nc1ccc(Cl)cn1,-1.4,0.6,0.1,1.1,-1.2,-0.4,4,-2,7

# As entered above.
# GDH-TPI inh, `CCCNC(=O)C1(C)CCN1C(=O)c1cc(C)n(C)n1` (stereo unspecified) : 9
# PfHsp40 rescue, `CCOC(=O)c1c(=O)n(O)c2ccc(OC)cc2[n+]1[O-]` : 0.7

# The results go on:
SMILES,BH1578 lux ind,TcdB GH inh,FadD28 FP inh,Mtb UGM inh,Mtb BioA inh,PfHsp40 rescue,Mtb FBA inh,Yp Topo-I inh,GDH-TPI inh
NC(=O)C1CC12c1ccccc1-c1ccccc12 (stereo unspecified),i,-2.1,-1.2,0.6,0.4,0.2,1,11,5
CCOc1ccc2oc(C(=O)N(C)CC(=O)Nc3ccc(OCC)c(OCC)c3)c(C)c2c1,-0.4,-3.4,-1.4,0.8,1.3,1.7,0,32,12
CC(C)(C)N/N=C/c1cc(Cl)cc([N+](=O)[O-])c1O,-0.2,nt,5.2,0.1,nt,-0.1,-5,-3,9
Cc1cccc(NC(=O)CCCCCN2C(=O)c3ccccc3C2=O)n1,i,nt,-2.3,-2.6,-0.9,-1.4,2,4,3
CN1C(=O)[C@H]2[C@@H](c3ccc(C(F)(F)F)cc3)N[C@]3(CCCN(Cc4ccc(F)cc4)C3=O)[C@H]2C1=O,-0.5,2.5,-11,nt,-1.5,nt,-2,-9,-6
O=C(CNc1ccc(C(F)(F)F)cc1)Nc1cccc(S(=O)(=O)N2CCCCC2)c1,-0.3,0.0,-8.9,nt,-0.2,nt,-2,-8,8
O=C1C=C(c2ccc(F)c(Cl)c2)C[C@@H](c2ccc(F)cc2)C1,-0.4,0.9,-5.4,-2.5,0.9,4.5,-3,19,-6
CCOc1ccc(Nc2ccc(N3C(=O)CCC3=O)cc2[N+](=O)[O-])cc1,-0.6,-0.2,-2.8,2.6,1.6,-0.4,-6,-9,7
Cc1cc(C)n(CC(O)Cn2c3ccccc3c3ccccc32)n1 (stereo unspecified),i,nt,-1.8,1.2,0.8,2.0,7,13,13
CCCCOC(=O)CCc1nc2ccccc2[nH]1,i,nt,-0.1,0.1,-0.2,1.3,-1,3,-2
CCOc1ccc(CC(=O)C2C(=O)CC(C)(C)CC2=O)cc1OCC,-6.2,nt,0.7,2.8,-1.7,-2.9,3,4,7
O=C(O)c1cccc(NC(=O)c2ccc3c(c2)C(=O)N(c2cccc([N+](=O)[O-])c2)C3=O)c1,-0.5,-0.6,1.5,0.6,0.0,nt,-2,1,5
Cc1ccc(SCc2noc(C(=O)NCC3CCCO3)c2C(=O)O)cc1C (stereo unspecified),-5.0,-7.4,-3.5,2.1,-2.2,0.2,2,8,-11
CC1(C)CC(=O)C=C(c2ccc3c(c2)OCO3)C1,i,nt,-0.8,1.0,-1.5,2.6,4,-1,33*
CCOC(=O)C1CCN(C(=O)COC(=O)c2nc3nc(C)cc(C)n3n2)CC1,-5.0,0.8,0.1,-1.5,-1.3,-0.3,2,6,3
COC(=O)c1ccc(C(C(=O)NCc2ccccc2)N(Cc2cccs2)C(=O)c2cnccn2)cc1 (stereo unspecified),-0.4,nt,0.4,1.4,nt,0.2,1,-2,10
Cc1onc(-c2ccccc2)c1C(=O)N/N=C/c1cccc(O)c1,-2.2,0.0,-1.5,-0.1,nt,-0.2,0,2,5
Cc1ccccc1-n1nc(SCC(=O)O)sc1=S,-0.9,-1.4,-1.1,2.0,-3.8,-0.9,-3,-3,3
CC(C)N1CCC(N2CCN(Cc3ccc(-c4ccccc4Cl)o3)CC2CCO)CC1 (stereo unspecified),-0.3,0.6,-1.1,0.5,-5.7,0.9,0,18,-1
O=C1CC(c2ccccc2)CC2=C1C1(CCCC1)N=C(Nc1nc3ccccc3o1)N2 (stereo unspecified),i,-0.7,0.1,nt,-0.2,nt,0,25,6
Cc1cc(C(=O)COc2ccc(Br)cc2F)c(C)n1CC1CCCO1 (stereo unspecified),-0.2,0.9,-3.1,nt,-1.8,nt,0,-4,-7
CC(C)c1ccc(NC(=O)CSc2nnc(-c3ccccn3)n2C)cc1,-0.3,nt,-1.4,-1.0,-4.0,0.4,2,-6,1
C/C(=N\NC(=O)CNC(=O)c1cccs1)c1ccc(Cl)c(Cl)c1,-0.2,-1.9,-1.7,0.7,1.7,0.2,-2,6,3
O=C(Nc1ccccc1)c1cnc(-c2ccccc2)nc1-c1ccccc1,-0.7,nt,-3.4,-4.6,-0.2,2.9,-2,7,8
CS(=O)(=O)N(CC(=O)N1CCN(Cc2ccccc2)CC1)c1ccc2c(c1)OCCO2,-0.2,-0.5,-0.9,2.3,1.1,0.6,0,-4,11
Cc1cccc(N2CCN(CC(=O)Nc3nccs3)CC2)c1C,0.4,nt,-0.4,-0.1,nt,0.4,0,5,-9
Cn1c(CNc2cccc(Cl)c2)nnc1SCC(=O)OC1CCCCC1,17*,nt,-4.3,1.8,2.7,4.4,-2,35,-8
O=C(CCN1C(=O)c2ccccc2C1=O)Nc1ccc(S(=O)(=O)NC2=NCCCCC2)cc1,i,nt,-1.6,-0.8,0.4,-0.8,-6,9,0
O=C(NNc1ccc([N+](=O)[O-])cc1[N+](=O)[O-])c1ccco1,0.6,nt,-2.1,1.8,6.8,2.4,-22,-9,4
CCOC(=O)c1cnc(SC)nc1Nc1cccc(F)c1,-1.0,nt,0.3,-1.9,5.5,1.5,-4,-2,-4
CC[C@]12c3[nH]c4cc(-c5ccco5)ccc4c3CCN1C(=O)[C@@H](CC(=O)NCC13CC4CC(CC(C4)C1)C3)C[C@@H]2C(=O)N1CCN(C(=O)c2ccco2)CC1,-0.5,1.0,-0.2,nt,-1.8,0.7,5,15,12
Cc1ccccc1S(=O)(=O)c1cc2ccccc2nc1N,-2.8,2.5,-0.9,-0.9,0.2,4.4,46*,-9,9
O=C(CCC(=O)N1CCOCC1)NCc1cccc(C(F)(F)F)c1,i,-0.4,-1.1,-3.3,-0.8,2.1,4,-3,2

# Compounds from the list above that have a Cl atom, in the order listed:
SMILES,BH1578 lux ind,TcdB GH inh,FadD28 FP inh,Mtb UGM inh,Mtb BioA inh,PfHsp40 rescue,Mtb FBA inh,Yp Topo-I inh,GDH-TPI inh
COc1cc(S(=O)(=O)NC2CC(C)(C)NC(C)(C)C2)c(OC)cc1Cl,-0.3,0.5,-3.7,1.8,-0.6,0.7,2,-20,-6
CCN(CC)C(=O)CS(=O)(=O)CC(=O)Nc1cc(OCCOC)c(Cl)cc1Cl,-1.0,0.9,-0.7,-0.7,nt,1.1,1,-8,-5
CC(=O)OC1N=C(c2ccccc2Cl)c2cc(Br)ccc2N(C)C1=O (stereo unspecified),i,1.3,-10,-1.4,nt,-1.5,1,14,6
CSc1ncccc1C(=O)OCC(=O)Nc1ccc(Cl)cn1,-1.4,0.6,0.1,1.1,-1.2,-0.4,4,-2,7
CC(C)(C)N/N=C/c1cc(Cl)cc([N+](=O)[O-])c1O,-0.2,nt,5.2,0.1,nt,-0.1,-5,-3,9
O=C1C=C(c2ccc(F)c(Cl)c2)C[C@@H](c2ccc(F)cc2)C1,-0.4,0.9,-5.4,-2.5,0.9,4.5,-3,19,-6
CC(C)N1CCC(N2CCN(Cc3ccc(-c4ccccc4Cl)o3)CC2CCO)CC1 (stereo unspecified),-0.3,0.6,-1.1,0.5,-5.7,0.9,0,18,-1
C/C(=N\NC(=O)CNC(=O)c1cccs1)c1ccc(Cl)c(Cl)c1,-0.2,-1.9,-1.7,0.7,1.7,0.2,-2,6,3
Cn1c(CNc2cccc(Cl)c2)nnc1SCC(=O)OC1CCCCC1,17*,nt,-4.3,1.8,2.7,4.4,-2,35,-8

# Rows are unselected; 4.6% or so of the library scored in one or more.
